MITF primary – MITF inhibitors, primary screen, biochemical, AlphaScreen, human | AlphaScreen MITF homodimerization, bead proximity signal | 650,000 compounds, 0.91% hits | AID 1259374, 2018 | inhibition, % at 2.6 µM | Microphthalmia-associated transcription factor (Homo sapiens), O75030; in the data active = inhibition above about 50%;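 note: 0% = vehicle wells with protein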
GPR151 activ – activators of human GPR151, primary screen, cell-based, PathHunter beta-arrestin, luminescence. AID 1508602, 2020. activation, % at 11.2 µM. PathHunter beta-arrestin GPR151 cells. 650,000 compounds, 1% hits. G-protein coupled receptor 151 (Homo sapiens), Q8TDV0; in the data active = activation above about 4.9%;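 note: 0% = median of compound wells and 100% = cells with positive control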
Target sequence (Q8TDV0 whole entry, looked up): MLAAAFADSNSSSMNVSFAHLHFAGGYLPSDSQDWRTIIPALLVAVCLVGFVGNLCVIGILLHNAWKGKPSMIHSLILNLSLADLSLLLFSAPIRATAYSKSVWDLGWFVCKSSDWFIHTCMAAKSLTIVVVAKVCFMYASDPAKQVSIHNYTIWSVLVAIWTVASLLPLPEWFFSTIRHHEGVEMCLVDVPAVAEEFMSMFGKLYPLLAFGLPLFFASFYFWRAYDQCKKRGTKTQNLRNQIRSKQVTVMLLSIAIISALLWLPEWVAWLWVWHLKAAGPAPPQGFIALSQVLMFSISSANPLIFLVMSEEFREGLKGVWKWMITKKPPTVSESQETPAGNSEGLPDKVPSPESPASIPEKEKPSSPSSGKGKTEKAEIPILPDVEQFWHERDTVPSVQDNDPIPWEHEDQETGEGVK
FBW7 activator – FBW7 E3 ligase activators, primary screen, biochemical, AlphaScreen, human; 650,000 compounds, 0.13% hits; AID 1259310, 2017; normalized activity (activation), % at 26.1 µM; AlphaScreen FBW7–phospho-cyclin E peptide binding, activator screen; F-box/WD repeat-containing protein 7 (Homo sapiens), Q969H0; in the data active = normalized activity above about 1.9%;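 note: purified mutant Fbw7 with reduced substrate affinity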
Target sequence (Q969H0 whole entry, looked up): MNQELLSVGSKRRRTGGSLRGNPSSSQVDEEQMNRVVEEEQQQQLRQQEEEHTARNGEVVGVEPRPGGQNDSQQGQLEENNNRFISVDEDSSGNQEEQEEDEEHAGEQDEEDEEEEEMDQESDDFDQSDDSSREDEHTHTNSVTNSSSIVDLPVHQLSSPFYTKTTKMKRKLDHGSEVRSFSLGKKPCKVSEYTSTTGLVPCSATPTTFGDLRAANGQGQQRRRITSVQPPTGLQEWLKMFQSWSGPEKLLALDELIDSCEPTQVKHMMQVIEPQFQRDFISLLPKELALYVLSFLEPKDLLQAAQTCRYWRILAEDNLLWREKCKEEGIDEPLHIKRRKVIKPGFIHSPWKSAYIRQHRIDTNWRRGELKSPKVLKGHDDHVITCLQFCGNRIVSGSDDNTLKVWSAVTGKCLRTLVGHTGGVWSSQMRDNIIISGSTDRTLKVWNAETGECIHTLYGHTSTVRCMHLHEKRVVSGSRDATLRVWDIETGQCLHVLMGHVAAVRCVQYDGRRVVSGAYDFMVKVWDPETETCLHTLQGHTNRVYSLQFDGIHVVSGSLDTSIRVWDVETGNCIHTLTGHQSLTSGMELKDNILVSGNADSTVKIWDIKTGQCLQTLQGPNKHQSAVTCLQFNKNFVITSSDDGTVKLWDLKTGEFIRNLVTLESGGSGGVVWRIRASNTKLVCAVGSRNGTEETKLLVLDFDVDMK
TEAD-YAP inh – TEAD-YAP interaction inhibition, primary screen, TEAD-YAP interaction inhibitor project, luminescence, HEK-TIYL cells; TEAD-Gal4/YAP UAS-luciferase luminescence; AID 1259422, 2018; 640,000 compounds, 1.4% hits; inhibition, % at 9.12 µM; in the data active = inhibition above about 32%;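 note: 0% = median of test compound wells and 100% = reference inhibitor wells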
* = called active by the depositor; & = joins results of further samples.

entry	Structure	MITF primary	GPR151 activ
1	Cc1nn(C)c(C)c1-c1cc(NCc2cccnc2)ncn1	14	-1.6
2	O=C(O)CC(c1ccncc1)c1c[nH]c2ccccc12 (centres undefined)	4	1.7
3	CN(CC(=O)Nc1ccc(F)cc1)C(=O)CSc1nnc(Cc2ccccc2)o1	3	0.3
4	COc1ccc(C2CC(=O)NC(SC)=C2C#N)cc1 (centres undefined)	15	0.4
5	CC1=C(C#N)C(c2ccc(OCc3ccccc3)cc2)C2=C(CCCC2=O)N1 (centres undefined)	-1	0.0
6	O=C(COC(=O)c1nc(-c2ccccc2)n(-c2ccccc2)n1)Nc1ccc2c(c1)OCO2	15	0.1
7	COc1cccc(-c2noc(-c3ccc([N+](=O)[O-])cc3)n2)c1	18	-2.1
8	CCOc1ccccc1N(CC(=O)NCC1CCCO1)S(=O)(=O)c1ccccc1 (centres undefined)	3	-0.8
9	COc1ccc(C2=N/C(=C\C=C\c3ccccc3OC)C(=O)O2)c(Cl)c1	14	-1.4
10	CC(=O)N1c2ccc(N=Cc3ccc(Cl)cc3)cc2CC1C (centres undefined)	6	-1.3

entry	FBW7 activator	TEAD-YAP inh
1	-0.1	-31
2	-0.7	-5
3	0.1	10
4	-0.1	0
5	-0.1	16
6	0.4	3
7	0.2	3
8	-0.3	-1
9	0.0	3
10	0.0	-1

New compounds follow.
entry	Structure	MITF primary	GPR151 activ
11	O=[N+]([O-])c1cccc(S(=O)(=O)NCCSCc2ccc(Cl)cc2)c1	9	-1.4
12	COc1cc(CN2CCCN(C)CC2)c([N+](=O)[O-])cc1OC	15	0.3
13	O=C(O)c1ccccc1C(=O)NC1=NCCS1	0	0.4
14	COc1ccc2[nH]c3c(=O)n(-c4ccc(C(=O)O)cc4)c(=O)[nH]c3c2c1	-3	1.3
15	Cc1ccc2oc(-c3ccccc3)cc(=NCCCC(=O)O)c2c1	-5	-0.1
16	Cc1ccc(C(=O)Nc2sc3c(c2C(=O)N2CCCCC2)CCCCC3)cc1	-4	-0.4
17	CC(C)N1C(=O)/C(=C/c2ccc(O)cc2)SC1=S	-9	-0.7
18	CCCCNCCCCCOc1ccccc1OC	-7	2.4
19	O=C(/C=C/c1ccco1)NC(=S)N1CCN(Cc2ccccc2)CC1	-2	-0.1
20	CCCCc1nc(N)c(C#N)c(-c2ccc(Cl)cc2)c1CCC	18	0.4

entry	FBW7 activator	TEAD-YAP inh
11	0.2	-4
12	-0.1	-2
13	0.4	2
14	0.0	-10
15	0.1	-31
16	0.1	-19
17	-0.2	-19
18	0.1	6
19	0.1	-6
20	0.1	-10

New compounds follow.
entry	Structure	MITF primary	GPR151 activ
21	Cc1ccc(Cn2c(=S)[nH]c3ccccc3c2=O)o1	-1	-1.9
22	CC(CCC(=O)Nc1ccccc1)C(=O)O (centres undefined)	0	-1.1
23	O=c1[nH]cnc2c1ncn2[C@H]1CC[C@@H](CO)O1	-2&-32&-1	1.5&2.6&0.4
24	Cc1nnc(N/N=C\c2ccc(-c3cccc(C(=O)O)c3)o2)n1N	3	-3.0
25	O=C(O)CCNC(=O)/C(=C/c1ccccc1)NC(=O)c1ccco1	10	0.8
26	COc1ccc(C(=O)Nc2noc3ccccc23)cc1	-5	-11
27	O=C(O)c1ccc(NC(CS(=O)(=O)Cc2cccc(F)c2)C(=O)O)c([N+](=O)[O-])c1 (centres undefined)	-5	0.5
28	CN1C(=O)N(CC(=O)Nc2ccc3c(c2)OC(C)(C)O3)c2cccnc2N1C	-6	-0.1
29	COc1cccc(OCCOc2ccc(C=O)cc2)c1	6	-1.7
30	COc1ccc(C)c2sc(NC(=O)C3CC3)nc12	-6	-1.1

entry	FBW7 activator	TEAD-YAP inh
21	-0.3	-12
22	0.3	4
23	0.2&0.1&0.0	6&0
24	-1.7	-4
25	0.2	-3
26	0.0	86*
27	-0.1	-15
28	-0.2	-1
29	0.0	-5
30	0.0	2

From entry 29 to 30, copied from above:
entry	Structure	MITF primary	GPR151 activ
29	COc1cccc(OCCOc2ccc(C=O)cc2)c1	6	-1.7
30	COc1ccc(C)c2sc(NC(=O)C3CC3)nc12	-6	-1.1

entry	FBW7 activator	TEAD-YAP inh
29	0.0	-5
30	0.0	2

Further structures follow:
entry	Structure	MITF primary	GPR151 activ
31	Cc1ccc(C2=N/C(=C\C=C\c3ccccc3)C(=O)N2)cc1	-10	-0.3
32	Cc1nc(Cl)c2c(-c3cccs3)csc2n1	3	0.0
33	CCc1nnc(NS(=O)(=O)c2ccc(NC(=O)/C=C/c3ccccc3Cl)cc2)s1	12	0.4
34	CCOc1ccc2nc(N=C(NC(=O)c3ccccc3)NC(=O)c3ccccc3)nc(C)c2c1	71*	0.2
35	Cc1cccc(C)c1NC(=O)C(=O)NCc1ccccn1	1	-0.7
36	CCN1CCN(CC(=O)c2ccco2)CC1	70*	-1.4
37	Cc1ccccc1Nc1nc2nonc2nc1N/N=C\c1ccccc1C(F)(F)F	2	0.3
38	CC(C)c1nc(CNC(=O)CCc2nnc(-c3ccsc3)o2)cs1	-2	-0.8
39	COc1cccc(NC(=O)c2nn(-c3ccc(Cl)cc3)c(=O)c3ccccc23)c1	-7	-0.6
40	Cc1c(C(=O)N/N=C/c2ccccc2[N+](=O)[O-])nnn1-c1nonc1N	6	0.3

entry	FBW7 activator	TEAD-YAP inh
31	-0.1	-9
32	-0.1	3
33	-0.1	-9
34	0.0	-10
35	-0.1	-7
36	-0.3	-2
37	0.2	8
38	0.0	-7
39	-0.1	-9
40	0.2	-6

Other entries:
entry	Structure	MITF primary	GPR151 activ
41	COc1cc([N+](=O)[O-])ccc1NC(=O)COC(=O)c1c[nH]c(=O)[nH]c1=O	7	0.8
42	CC(NCc1c(C(=O)N2CCCC2)nc2ccccn12)c1ccccc1Cl (centres undefined)	11	0.2
43	COc1ccc2nc(NC(=O)c3ccccc3O)sc2c1	-1	-1.2
44	O=C(NCCC1=CCCCC1)c1ccc(N2CC3CC(C2)c2cccc(=O)n2C3)c(NS(=O)(=O)c2ccc3c(c2)OCCO3)c1 (centres undefined)	-2	0.9
45	CCc1cc2c(=O)c(-c3nc(C)cs3)c(C)oc2cc1OC(C)=O	11	-0.8
46	CC1CCCN(S(=O)(=O)c2ccc(C(=O)Nc3nnc(-c4ccccn4)o3)cc2)C1 (centres undefined)	11	0.2
47	O=C(CN1CCN(c2ccccc2)CC1)Nc1ccc(F)cc1	7	-0.5
48	CCOC(=O)N1CCN(C(=O)c2cccc(OC)c2OC)CC1	9	-0.1
49	CC1(C)Oc2ccc(C(=O)N3CCCCC3)cc2N(CC(=O)NCc2ccccc2)C1=O	6	0.5
50	CCOC(=O)c1c(NC(=O)c2ccccc2F)sc(C(=O)Nc2ccccc2)c1C	10	-1.3

entry	FBW7 activator	TEAD-YAP inh
41	0.2	9
42	0.0	4
43	0.0	-41
44	0.0	-6
45	-0.3	-11
46	0.0	-3
47	0.0	1
48	0.1	-2
49	0.1	3
50	0.8	5

Carrying on.
entry	Structure	MITF primary	GPR151 activ
51	O=C(Nc1nccs1)c1ccc2c(c1)C(=O)N(c1ccc(Sc3ccc([N+](=O)[O-])cc3)cc1)C2=O	0	0.3
52	O=C1C(=O)c2ccccc2C(O)=C1c1ccc(F)cc1	4	-0.2
53	O=C(NCc1ccc(F)cc1)c1ccc(N2CC3CC(C2)c2cccc(=O)n2C3)c(NC(=O)c2ccc(F)cc2)c1 (centres undefined)	3	1.3
54	O=C(CC1OC(=O)c2ccccc21)NCc1ccc(Cl)cc1 (centres undefined)	-10	-0.3
55	Cc1ccc(/C=C2/N=C(c3ccccc3)NC2=O)cc1	-9	0.9
56	Cc1ccc(C2CC(c3cccs3)=NN2C(=O)CSc2nnc(CNC(=O)c3ccco3)n2C)cc1 (centres undefined)	-2	2.2
57	Cc1cc(NC(=O)Cn2nnc(-c3ccccc3C)n2)no1	-3	-0.7
58	O=C(Cn1nnc2ccccc21)Nc1ccc2c(c1)CCC2	-3	-0.1
59	CCOC(=O)c1c(NC(=O)c2cc3ccccc3o2)sc(C(=O)OC)c1C	1	-0.1
60	Clc1cccc(Cl)c1-c1nnc2ccc(N3CCCCC3)nn12	-1	0.4

entry	FBW7 activator	TEAD-YAP inh
51	0.0	-3
52	-0.1	2
53	0.1	84*
54	-0.1	-3
55	-0.2	-11
56	0.0	9
57	0.0	-3
58	-0.1	-54
59	-0.1	-2
60	0.1	-3

Copied from above, nos. 48 to 60
entry	Structure	MITF primary	GPR151 activ
48	CCOC(=O)N1CCN(C(=O)c2cccc(OC)c2OC)CC1	9	-0.1
49	CC1(C)Oc2ccc(C(=O)N3CCCCC3)cc2N(CC(=O)NCc2ccccc2)C1=O	6	0.5
50	CCOC(=O)c1c(NC(=O)c2ccccc2F)sc(C(=O)Nc2ccccc2)c1C	10	-1.3
51	O=C(Nc1nccs1)c1ccc2c(c1)C(=O)N(c1ccc(Sc3ccc([N+](=O)[O-])cc3)cc1)C2=O	0	0.3
52	O=C1C(=O)c2ccccc2C(O)=C1c1ccc(F)cc1	4	-0.2
53	O=C(NCc1ccc(F)cc1)c1ccc(N2CC3CC(C2)c2cccc(=O)n2C3)c(NC(=O)c2ccc(F)cc2)c1 (centres undefined)	3	1.3
54	O=C(CC1OC(=O)c2ccccc21)NCc1ccc(Cl)cc1 (centres undefined)	-10	-0.3
55	Cc1ccc(/C=C2/N=C(c3ccccc3)NC2=O)cc1	-9	0.9
56	Cc1ccc(C2CC(c3cccs3)=NN2C(=O)CSc2nnc(CNC(=O)c3ccco3)n2C)cc1 (centres undefined)	-2	2.2
57	Cc1cc(NC(=O)Cn2nnc(-c3ccccc3C)n2)no1	-3	-0.7
58	O=C(Cn1nnc2ccccc21)Nc1ccc2c(c1)CCC2	-3	-0.1
59	CCOC(=O)c1c(NC(=O)c2cc3ccccc3o2)sc(C(=O)OC)c1C	1	-0.1

entry	FBW7 activator	TEAD-YAP inh
48	0.1	-2
49	0.1	3
50	0.8	5
51	0.0	-3
52	-0.1	2
53	0.1	84*
54	-0.1	-3
55	-0.2	-11
56	0.0	9
57	0.0	-3
58	-0.1	-54
59	-0.1	-2

entry	Structure	MITF primary	GPR151 activ
60	Clc1cccc(Cl)c1-c1nnc2ccc(N3CCCCC3)nn12	-1	0.4

entry	FBW7 activator	TEAD-YAP inh
60	0.1	-3

Continuation.
entry	Structure	MITF primary	GPR151 activ
61	CC(=O)Oc1ccc(C(=O)Cc2ccccn2)c(O)c1	8	0.2
62	Cc1cc(C)nc(SCCS(=O)(=O)c2nc3ccccc3s2)n1	-11	3.2
63	CCOc1cccc2cc(C(=O)NC(C)=O)c(=Nc3ccc(C)cc3)oc12	3	-0.5
64	Cc1cc(=O)oc2cc(OC(C)C(=O)N3CCN(C(=O)c4ccco4)CC3)ccc12 (centres undefined)	2	-2.2
65	O=C(CCNS(=O)(=O)c1ccc2c(c1)CCC(=O)N2)Nc1ccc2c(c1)OCCO2	-6	-0.2
66	Cc1cc(C)c(S(=O)(=O)NCCc2sc(-c3cccnc3)nc2C)c(C)c1	-2	1.1
67	Cc1cc([N+](=O)[O-])ccc1-c1ccc(/C=N/NC(=O)c2cccnc2)o1	16	0.4
68	COC(=O)c1sc(NC(=O)C2CCCCC2C(=O)O)c(C(=O)OC)c1C (centres undefined)	6	1.0
69	O=C1CC(=O)Nc2cc(S(=O)(=O)N3CCCc4ccccc43)ccc2N1	1	0.6
70	O=C(N1CCC2(CC1)CC(O)(c1nccs1)CO2)C1(c2ccccc2)CCCC1 (centres undefined)	-6	0.7

entry	FBW7 activator	TEAD-YAP inh
61	-0.1	-1
62	-0.1	1
63	-0.1	-5
64	0.2	0
65	-0.2	2
66	0.1	-13
67	0.0	10
68	0.3	9
69	0.0	5
70	0.0	-4

The results go on.
entry	Structure	MITF primary	GPR151 activ
71	CCN=C1S/C(=C/c2cn(Cc3ccccc3F)c3ccccc23)C(=O)N1CC	-8	0.6
72	CN(C)CCN1C(=O)CC(CC(=O)N(C)C2CCCCC2)(c2ccccc2F)C1=O (centres undefined)	-5	-0.2
73	COc1ccc(CNc2ccc3ncc(-c4cccc(C(=O)NCCN(C)C)c4)n3n2)cc1	-13	-0.2
74	Cc1c(Cl)cccc1NC(=O)C(=S)N1CCOCC1	0	-0.3
75	CCCCN(C)S(=O)(=O)c1ccc(F)c(C(=O)Nc2cc(Cl)ccc2OC)c1	3	-0.1
76	COc1ccc(OC)c(C(=O)c2ccc(C(=O)O)cc2)c1	17	-0.4
77	Cc1ccc(-c2nc3ccccc3s2)cc1NC(=O)c1ccc(Cl)cc1Cl	-8	1.4
78	O=C(NCCc1ccccc1)/C(=C\c1ccccc1)NC(=O)c1ccco1	12	-1.2
79	Cn1c(=O)n(C)c2cc(S(=O)(=O)Nc3ccc4c(c3)C(=O)NC4=O)ccc21	-12	-0.1
80	CC1CCC(NC(=O)CCCn2ncn3c(cc4occc43)c2=O)CC1 (centres undefined)	8	-0.5
81	CCOC(=O)c1c(NC(=O)COc2ccc(C)cc2)sc2c1CCCC2	-7	5.1*
82	COc1ccc(OC)c(/C(O)=C/C(=O)C(=O)Nc2cccc([N+](=O)[O-])c2C)c1	-7	-1.4

entry	FBW7 activator	TEAD-YAP inh
71	-0.2	2
72	0.2	8
73	-0.1	-1
74	-0.2	5
75	-0.2	-8
76	0.2	7
77	0.3	1
78	-0.1	-6
79	-0.1	-3
80	0.0	-3
81	0.1	-6
82	-0.1	-9

Assay outcomes as filed in PubChem.
